DENV2 CPE rescue – protects cells from dengue virus 2 cytopathic effect. DENV2-infected cells, cytopathic effect rescue, plate reader. CPE inhibition, % at 9.99 µM. 350,000 tested, 1.7% active. AID 651640; in the data active means CPE inhibition above about 20%, passing the limit was not always enough; inconclusive means no clear call, values can overlap the other calls; tested in BHK-21 cells;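 further: 0% = median of neutral control wells and 100% = median of positive control wells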
RAD54 inh – blocks human RAD54 Holliday junction branch migration; Q92698; FAM/BHQ fluorescence; inhibition, % at 10.4 µM; 360,000 tested, 0.14% active;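 active means mean normalized replicate activity at least 40 and at least half of replicates scoring 40 or more; inconclusive means only one of the two criteria met; inactive means mean below 40 and under half of replicates reaching 40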;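 further: 0% = median of neutral control wells and 100% = median of positive control wells; inhibitors cause a drop in the FAM fluorescence signal; in these data hits start at about 50%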
CFTR F508del cor – CFTR F508del correction in bronchial cells; activity (quench increase), % at 7.58 µM; 350,000 tested, 0.36% active; AID 720511; CFBE cells, YFP halide quenching; stimulated with forskolin plus potentiator P3; % fluorescence drop versus neutral controls;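 active means mean added fluorescence quench of at least 8% versus neutral control, with both replicates also reaching 8%; inconclusive means only one of the mean or replicate conditions met; inactive means mean below 8% and not both replicates reaching 8%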;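 further: cells transiently co-express mutant CFTR-F508del with the halide-sensitive YFP; corrector assay measuring rescue of mutant channel to the surface after 24 h compound exposure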
RAD52 inh – RAD52 (human) annealing inhibition. AID 651710. P43351. recombinant RAD52 DNA annealing, FRET fluorescence. inhibition, % at 18.7 µM. 360,000 tested, 0.46% active;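 active means every replicate showing at least 50% inhibition; inconclusive means mean inhibition at least 50% but not in every replicate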
GSIS activator – GLuc luminescence reporter in INS-1E cells, primary screen for activators of glucose-dependent secretion of insulin; INS-1E GLuc reporter insulin secretion, 2-3 h; activation, % at 16.6 µM; 370,000 tested, 0.61% active;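 active means lowest replicate activation of at least 40%, so every replicate reaches that level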;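 further: 0% = median of neutral control wells and 100% = median of IBMX positive control wells; some compounds called inactive have numbers as strong as hits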
Xi reactivation – X-chromosome reactivation activator | XiGFP mouse fibroblasts, % GFP-positive cells imaging, 3 d; cells co-treated with 5-aza-dC sensitizer; scaled so ellipticine positive control = 100% | activation, % at 7.58 µM | 360,000 tested, 0.055% active | AID 743238;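 active means mean normalized replicate activation at least 10% and every replicate at or above 10%; inconclusive means only one of the two criteria met; inactive means mean below 10% and not all replicates reach 10%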;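 further: 0% = median of on-plate neutral control wells and 100% = ellipticine 6 µM median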
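material = 68-5-11 XiGFP fibroblast line | medium = DMEM plus 5-aza-dC sensitizer | schedule = 3 days compound exposure | benchmarks = positive control ellipticine, 6 µM final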
Casp6 inh – blocks human caspase-6 cleavage activity | P55212 | purified caspase-6, Z-VEID-R110 cleavage fluorescence | inhibition, % at 12.5 µM | 350,000 tested, 0.53% active;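 active means mean inhibition across replicates at least about 35%, with every replicate also reaching that limit, limit read from the data; inconclusive means only one of the two criteria met; inactive means neither criterion met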;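 further: 0% = median of neutral control wells and 100% = no fluorescence left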
Target sequence (P55212 24-179 limits assumed): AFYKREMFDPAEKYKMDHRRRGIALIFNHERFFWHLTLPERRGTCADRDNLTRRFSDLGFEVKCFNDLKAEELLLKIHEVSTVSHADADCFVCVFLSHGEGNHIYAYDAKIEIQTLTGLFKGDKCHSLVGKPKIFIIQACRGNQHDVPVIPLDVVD
Target sequence (P55212 194-293 limits assumed): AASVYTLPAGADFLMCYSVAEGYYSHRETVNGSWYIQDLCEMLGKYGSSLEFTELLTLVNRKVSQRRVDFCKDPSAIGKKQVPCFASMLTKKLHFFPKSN
E-selectin induc – E-selectin induction on HUVECs | activation, % at 7.58 µM | 260,000 tested, 0.37% active | AID 686992 | HUVEC E-selectin immunofluorescence imaging; normalized: neutral wells 0, TNF-alpha wells 100 | P16581;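 active means mean E-selectin-positive cell signal at least 10% of the positive control, reached in at least 60% of replicates, without over 20% cell loss; inconclusive means no rule given, readout overlaps actives, possibly toxicity-flagged; inactive means the rest, including those meeting only one limit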;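 further: in these data hits start at about 27%; measured in HUVEC primary endothelial cells; signal is the percent of cells scored E-selectin positive by PE staining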
Target sequence (P16581 whole entry, looked up): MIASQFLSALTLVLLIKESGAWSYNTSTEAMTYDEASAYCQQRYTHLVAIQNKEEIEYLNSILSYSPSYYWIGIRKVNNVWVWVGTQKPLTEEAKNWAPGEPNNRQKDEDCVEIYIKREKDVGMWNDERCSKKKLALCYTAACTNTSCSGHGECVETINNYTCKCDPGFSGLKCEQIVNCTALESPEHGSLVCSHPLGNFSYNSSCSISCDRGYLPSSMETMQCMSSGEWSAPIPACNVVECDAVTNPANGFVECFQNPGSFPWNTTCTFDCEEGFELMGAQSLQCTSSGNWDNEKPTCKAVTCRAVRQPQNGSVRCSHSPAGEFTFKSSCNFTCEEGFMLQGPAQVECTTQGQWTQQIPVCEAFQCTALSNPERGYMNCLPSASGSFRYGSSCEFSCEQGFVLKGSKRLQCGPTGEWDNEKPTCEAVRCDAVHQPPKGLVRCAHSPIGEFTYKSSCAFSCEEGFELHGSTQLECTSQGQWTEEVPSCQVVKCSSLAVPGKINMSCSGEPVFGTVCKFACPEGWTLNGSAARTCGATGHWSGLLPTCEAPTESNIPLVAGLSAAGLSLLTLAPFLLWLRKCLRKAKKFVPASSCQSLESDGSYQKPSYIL
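Read-out basis: % PE-positive cells; Test system: HUVEC primary endothelial cells; Technique: immunofluorescence imaging; Dosing: single-point compound dose.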
* marks the source's active call; other numbers are inactive results; ? = inconclusive; . = not tested or not shown; & = joins results of further samples.

SMILES	DENV2 CPE rescue	RAD54 inh	CFTR F508del cor	RAD52 inh	GSIS activator	Xi reactivation	Casp6 inh	E-selectin induc
CC(C)c1ccc(NC2CCCN(C(=O)c3cc(C(C)C)[nH]n3)C2)cc1 (stereo not drawn)	1	-17	0.0	9	-15	0.0	0	.
COc1ccc(N2C(=O)CSC2c2ccc([N+](=O)[O-])cc2)cc1 (stereo not drawn)	2	-9	-1.1	-2	20	0.1	2	0.4
Cc1cccc(NC(=O)Nc2c(C)[nH]c(=O)[nH]c2=O)c1C	0	-2	-2.4	8	15	0.0	1	0.5
Clc1ccc(Nc2nc3cccnc3s2)cc1	-3	.	-0.1	-8	-8	0.1	1	2.9
C[C@H]1CN([C@@H](C)CO)C(=O)c2cc(NC(=O)Nc3ccc(F)cc3)ccc2O[C@H]1CN(C)C(=O)NC1CCCCC1	0	17	-0.7	-16	-18	0.2	5	-0.5
CN1C(=O)c2cc(NC(=O)NCc3ccccc3)ccc2OC[C@@H]2O[C@@H](CC(=O)O)CC[C@@H]21	?	-12	1.6	10	9	0.2	0	0.0
C[C@H](CO)N1C[C@H](C)[C@H](CN(C)C(=O)Nc2cccc3ccccc23)Oc2ncccc2C1=O	0	-8	-1.6	-8	-7	0.0	-1	0.2
CN(C)CCO/N=C(\c1ccc(Br)cc1)c1cccnc1	6	2	-1.8	-17	7	0.2	-3	0.3
CCCCN(C(=O)CSCc1ccc(C)cc1)c1c(N)n(Cc2ccccc2)c(=O)[nH]c1=O	5	-4	0.1	-19	2	0.0	-1	0.2
CCc1ccc(OCC(=O)OC2CCS(=O)(=O)C2)cc1 (stereo not drawn)	7	-2	-2.2	8	2	.	1	.
O=C(C[C@H]1CC[C@H]2[C@@H](COC[C@@H](O)CN2Cc2ccccc2)O1)N[C@H]1CCN(Cc2ccccc2)C1	0	-2	0.3	18	-7	0.0	0	0.0
CCn1c(SCC(=O)N2CCCc3ccccc32)nc2c(c1=O)SC(C)C2 (stereo not drawn)	-4	1	3.7	4	-7	0.2	1	1.3
COc1ccccc1NC(=O)C(=O)N1CCCC1	10	.	0.9	-15	7	0.4	-7	0.3
C[C@@H]1CN([C@H](C)CO)C(=O)c2cc(-c3ccncc3)cnc2O[C@@H]1CN(C)C(=O)c1ccccc1F	-2	-2	-1.0	-7	13	0.4	-1	1.0
CCCCCCCC(=O)OCC(O)CO (stereo not drawn)	0	9	-2.5	7	26	0.2	1	1.6
N#C[C@H]1[C@H](c2ccc(C#Cc3ccccc3F)cc2)[C@H](CO)N1C(=O)C1CC1	30*	-2	-3.4	-2	-6	0.4	-2	-0.6
COC(=O)c1cc2c(cc1Cl)N1CCCCCC1=NS2(=O)=O	4	.	-0.3	-7	8	.	-1	-0.2
C=C(C)[C@@H]1CC=C(CN2CCC(CCOC)(C(=O)OCC)CC2)CC1	0	3	4.1	-1	-19	0.1	0	1.6
O=C(O)C[C@@H]1C=C[C@H](NC(=O)Nc2cc(F)ccc2F)[C@@H](CO)O1	12	-3	1.7	8	2	0.5	1	0.3
C=CCNc1nc(C)c(CNc2c(C)cc(C)cc2C)nc1C#N	-4	1	-1.1	-6	4	0.3	0	-0.2
Cn1c(SCC(=O)Nc2ccc3c(c2)OCO3)nnc1C(F)(F)F	?	-11	-2.7	0	-2	-0.1	2	6.7
C[C@H](CO)N1C[C@H](C)[C@H](CN(C)C(=O)NC2CCCC2)Oc2ncc(C3=CCCCC3)cc2C1=O	-5	6	-2.7	17	-9	-0.9	4	0.5
Cc1ccc(S(=O)(=O)Nc2cccc3c2O[C@@H](CN(C)C)[C@H](C)CN([C@H](C)CO)C3=O)cc1	13	3	-1.6	0	19	-1.2	-2	0.1
CC(C)SCc1cc(N2CCCC2)nc(-c2ccccc2)n1	26*	.	-0.4	5	-6	0.0	0	-1.3
Cc1ccc(OCC(=O)Nc2ccc(F)cc2)cc1C	.	1	-1.8	-9	19	.	1	.
COc1ccc(-c2cnc3c(c2)C(=O)N([C@H](C)CO)C[C@H](C)[C@@H](CN(C)C(=O)Cc2ccccc2)O3)cc1	8	-5	-4.7	-2	-19	-0.9	-5	0.0
CC(=O)c1ccc(S(=O)(=O)N2CCN(C(=O)c3cccc(S(=O)(=O)N4CC(C)OC(C)C4)c3)CC2)cc1 (stereo not drawn)	2	-8	-2.4	-11	-13	0.0	1	.
Cc1ccc(CN(C)C(=O)CSc2nnc3n2CCCCC3)c(C)c1	?	1	-0.7	-9	-9	0.1	-16	.
O=C(NCc1cccs1)c1ccc(S(=O)(=O)N2CCCCC2)cc1	-3	.	.	-8	3	0.0	-8	.
COc1ccc(Cl)cc1-c1cc(C(=O)NCc2ccc(F)cc2)[nH]n1	?	-5	2.7	-3	.	-0.1	-3	-0.2
COC(=O)[C@@]1(C(C)C)N=C(c2cc(OC)c(OC)c(OC)c2)[C@]2(O1)C(=O)Nc1ccc(F)cc12	-2	.	1.2	-7	-12	0.0	1	7.4
CCOC(=O)[C@H]1[C@H]2COc3ccccc3[C@@H]2N2C(=O)c3cc(Br)ccc3NC(=O)[C@@]12C	-2	-2	1.6	0	.	0.0	4	0.7
FC(F)(F)c1ccccc1Cc1c(-c2cccc(Cl)c2)nc2c3ccccc3ccn12	-1	.	1.8	-31	30	0.1	0	0.2
CCCCN(CC(=O)NC1CCCC1)C(=O)C(=O)Nc1ccc2c(c1)OCCO2	-3	-1	0.7	-16	8	0.0	1	.
O=C1c2ccccc2C(=O)N1CC(=O)N1c2ccccc2Sc2ccc(C(F)(F)F)cc21	35*	-1	1.0	-5	8	0.0	0	.
CCCCCCc1nnc(N)s1	.	0	-0.1	5	19	.	-6	.
O=C(CN1CCOCC1)N[C@@H]1CC[C@H](CCNC(=O)Nc2cc(F)ccc2F)O[C@@H]1CO	1	-8	0.7	0	3	-0.1	4	-0.2
O=C(O)C(CCc1ccccn1)c1ccccc1 (stereo not drawn)	-9	0	-1.4	1	-12	0.1	1	-0.1
CCOC(=O)C1(CCOc2ccccc2)CCN(C(=O)c2cncs2)CC1	-5	-6	-0.4	-6	-7	0.0	0	-4.6
C[C@@H](NC(=O)C[C@@H]1CC[C@H](NC(=O)c2cccnc2)[C@@H](CO)O1)c1ccccc1	?	7	-0.5	-11	-1	-0.1	-1	0.4
C/C=C/C=C\C(=O)Nc1cccc(C2=NOC3(C2)C[C@@H](C(N)=O)N(C(=O)c2cc([N+](=O)[O-])cc([N+](=O)[O-])c2C)C3)c1 (stereo partly drawn)	2	7	0.5	-14	-1	0.0	.	-0.8
Cc1cccc(NC(=O)CC2C(=O)NCCN2C(=O)Nc2ccc(Cl)cc2)c1 (stereo not drawn)	3	-2	3.5	-10	-27	0.8	1	-0.1
CC1CCCN(C(=O)COC(=O)CNC(=O)c2sc3ccccc3c2Cl)C1 (stereo not drawn)	-5	1	-1.8	-17	-20	0.3	3	.
CS(=O)(=O)c1ccc(C(=O)Nc2nc(-c3ccco3)c(-c3ccco3)s2)cc1	2	1	2.2	-8	11	-0.7	22	-0.7
C[C@@H]1CN([C@H](C)CO)C(=O)CCCn2nncc2CO[C@H]1CN(C)Cc1cccc(C(F)(F)F)c1	-1&-7	-22&-9	-0.1&-0.5&1.6	-14&9	0&12	0.2&0.3	-2&-1	-0.1&-0.2

Quoted at random: 3 entries already listed, in no set order.
SMILES	DENV2 CPE rescue	RAD54 inh	CFTR F508del cor	RAD52 inh	GSIS activator	Xi reactivation	Casp6 inh	E-selectin induc
O=C(CN1CCOCC1)N[C@@H]1CC[C@H](CCNC(=O)Nc2cc(F)ccc2F)O[C@@H]1CO	1	-8	0.7	0	3	-0.1	4	-0.2
N#C[C@H]1[C@H](c2ccc(C#Cc3ccccc3F)cc2)[C@H](CO)N1C(=O)C1CC1	30*	-2	-3.4	-2	-6	0.4	-2	-0.6
COC(=O)[C@@]1(C(C)C)N=C(c2cc(OC)c(OC)c(OC)c2)[C@]2(O1)C(=O)Nc1ccc(F)cc12	-2	.	1.2	-7	-12	0.0	1	7.4

Additional entries follow.
SMILES	DENV2 CPE rescue	RAD54 inh	CFTR F508del cor	RAD52 inh	GSIS activator	Xi reactivation	Casp6 inh	E-selectin induc
CN(c1ccc(OCC(=O)N2CCOCC2)cc1)S(=O)(=O)c1ccc(Cl)cc1	0	.	-0.2	-1	-8	0.3	0	-0.1
COc1cc(CCNc2ccc3nnc(-c4ccccc4)n3n2)cc(OC)c1OC	4	6	-4.9	-2	0	0.0	2	1.1
COc1ccc(NC(=O)Nc2ccc3c(c2)CC(=O)N([C@H](C)CO)C[C@H](C)[C@@H](CN(C)Cc2ccc(C(=O)O)cc2)O3)cc1	2	.	-1.1	20	-10	0.0	0	-1.0
CC/C(=N\NC(=O)CSc1ncccn1)c1ccc2c(c1)OCCO2	17	-2	.	-12	10	0.4	0	-0.3
COc1ccc2c3c(n(C)c2c1)[C@H](CO)N(CC1CC1)CC31CN(C(=O)c2ccc3c(c2)OCO3)C1	-11	.	-4.3	11	12	0.0	-2	-0.3
CCNC(=O)c1cccc(NC(=O)c2cc(C3CC3)nc3c2cnn3C(C)C)c1	8	4	-0.8	-64	-18	0.1	1	0.6
Cc1ccccc1NC(=O)c1ccco1	-6	1	0.0	5	7	0.1	0	0.3
CNC(=O)C[C@@H]1CC[C@H]2[C@@H](COc3ccc(NC(=O)C(C)C)cc3C(=O)N2C)O1	?	-2	-0.5	.	1	0.1	.	0.0
S=C(Nc1cccc(Cl)c1)NC1CC2CCCC(C1)N2C1CCCC1 (stereo not drawn)	2	.	3.6	-3	0	0.0	-14	.
Cc1cccc(-n2c(Cc3cc(=O)[nH]c(=O)[nH]3)nnc2SCC(=O)Nc2cccc(C(F)(F)F)c2)c1	-4	.	.	-9	-24	0.0	3	.
O=C(CSc1nncs1)Nc1ccc2c(c1)OCO2	0	.	-0.3	-9	1	0.3	4	.
Brc1ccsc1/C=N/Nc1ccccc1	3	.	-0.3	-3	.	0.1	-3	.
COc1ccc(C(=O)O)cc1NCc1cccnc1	9	0	-0.9	-4	2	0.0	0	.
C[C@@H]1CN([C@H](C)CO)C(=O)Cc2cc(NC(=O)Nc3ccc(C(F)(F)F)cc3)ccc2O[C@H]1CN(C)S(=O)(=O)c1cn(C)cn1	-8	1	0.3	4	-2	0.6	-2	-0.1
Cc1ccc(S(=O)(=O)Nc2ccc3c(c2)CC(=O)N([C@@H](C)CO)C[C@@H](C)[C@@H](CN(C)C(=O)Nc2ccc(F)cc2)O3)cc1	7	7	0.6	25	20	0.0	-1	0.3
CN(Cc1cccs1)C(=O)CCNS(=O)(=O)c1ccc(Br)cc1	13	13	-0.1	-24	-22	0.2	4	-0.5
C[C@@H]1ON(C)[C@H]2C[C@H]3c4[nH]c5c(-c6ccc(C(F)(F)F)cc6)cccc5c4CCN3C(=O)[C@@H]12	-5	.	-3.9	-10	-22	0.2	4	0.3
C=CCn1c(O)c(C2=c3ccccc3=NC2=O)s/c1=N/c1nccs1	-3	6	0.8	-44	-1	0.4	-3	0.4
O=C(C1CC1)N1CC2(C1)[C@H](c1ccccc1)[C@H](CO)N2CCC(F)(F)F	6	.	3.0	5	8	0.1	0	0.2
CO[C@@H]1CN(C)C(=O)c2cc(NC(=O)Nc3ccccc3)ccc2OC[C@H](C)N(C(=O)CC2CC2)C[C@@H]1C	2	4	1.9	1	-25	0.0	.	0.0
